Screens as filed in PubChem BioAssay.
A3G deaminase: APOBEC3G (human) deaminase inhibition; Q9HC16; recombinant A3G, ssDNA deamination FAM/TAMRA fluorescence; inhibition, % at 20 µM; 330,000 tested, 0.28% active;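 active = inhibition of at least 40% at 20 µM, with no more than 30% in the related APOBEC3A deaminase screen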;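 note: plate controls were DMSO wells with A3G for no effect and wells lacking A3G enzyme for full effect; some compounds called inactive have numbers as strong as hits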
Target sequence (Q9HC16 whole entry, looked up): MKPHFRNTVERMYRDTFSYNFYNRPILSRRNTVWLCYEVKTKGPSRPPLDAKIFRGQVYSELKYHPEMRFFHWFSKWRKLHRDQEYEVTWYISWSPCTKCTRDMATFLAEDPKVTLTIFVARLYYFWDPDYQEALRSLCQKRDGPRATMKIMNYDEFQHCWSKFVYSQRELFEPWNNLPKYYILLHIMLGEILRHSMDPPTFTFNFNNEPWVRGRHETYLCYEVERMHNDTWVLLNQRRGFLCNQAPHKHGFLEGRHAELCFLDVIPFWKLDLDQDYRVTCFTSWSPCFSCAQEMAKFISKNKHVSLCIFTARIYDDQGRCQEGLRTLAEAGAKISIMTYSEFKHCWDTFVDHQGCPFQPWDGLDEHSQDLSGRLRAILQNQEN
NR3A LBD binder: modulators (binders) of human NR3A ligand-binding domain; AID 1259313; Tm shift relative to glycine control, % at 25 µM; NR3A LBD differential scanning fluorimetry, Tm shift; 0% = protein alone, 100% = glycine-bound protein; 340,000 tested, 2.5% active;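 active = melting temperature shift of at least 10% of the positive control shift, at one fixed dose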
MPTP block: blocks calcium-induced mitochondrial swelling. 360,000 tested, 1.4% active. isolated mouse mitochondria, Ca2+ swelling absorbance, 30 min. inhibition, % at 10 µM;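 active = inhibition of 50% or more, scaled per plate between neutral and stimulator controls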;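 note: 0% = DMSO wells given calcium and 100% = 1 mM EGTA wells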
EBI2 antag: antagonists of human EBI2 receptor; P32249; EBI2 beta-arrestin recruitment, luminescence, 7a,25-OHC stimulated; 360,000 tested, 0.81% active; inhibition, % at 5 µM; in the data active = inhibition above about 38%;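 note: enzyme fragment complementation signal reports receptor beta-arrestin coupling in cells; 0% = agonist plus DMSO wells and 100% = wells without agonist; some results beyond the cut were filed as inactive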
Target sequence (P32249 whole entry, looked up, the tested form may be a part): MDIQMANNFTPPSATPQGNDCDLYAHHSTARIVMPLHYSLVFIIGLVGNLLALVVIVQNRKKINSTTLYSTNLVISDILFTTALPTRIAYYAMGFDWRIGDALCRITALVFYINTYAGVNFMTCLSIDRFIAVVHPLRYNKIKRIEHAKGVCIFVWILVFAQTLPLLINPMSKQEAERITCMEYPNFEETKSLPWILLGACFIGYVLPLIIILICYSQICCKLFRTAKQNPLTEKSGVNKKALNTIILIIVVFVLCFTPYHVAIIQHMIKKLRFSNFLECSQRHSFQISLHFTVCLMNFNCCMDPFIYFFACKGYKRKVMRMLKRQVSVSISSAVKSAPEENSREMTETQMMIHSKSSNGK
CCR6 antag: antagonists of human CCR6 receptor | CHO-K1 CCR6 PathHunter beta-arrestin, luminescence, CCL20-stimulated | inhibition, % at 20 µM | 340,000 tested, 0.49% active | AID 493098;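 active = compounds whose inhibition of the agonist-driven luminescence signal at 20 µM reaches about 50%, limit read from the data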;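 note: cells stimulated with CCL20 at 14 nM final; plate controls were DMSO with CCL20 for no effect and DMSO without agonist for full effect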
A3A deaminase: blocks human APOBEC3A ssDNA deamination; recombinant A3A, FAM/TAMRA ssDNA deamination fluorescence; AID 493011; 330,000 tested, 0.41% active; P31941; inhibition, % at 20 µM;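 active = at least 40% inhibition at 20 µM here, with at most 30% in a related deaminase screen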;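 note: plate controls were A3A with DMSO for no effect and wells lacking A3A enzyme for full effect; some results filed as inactive read as strong as hits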
Gli-Sufu antag: antagonists of Gli-Sufu signaling. Sufu-KO-LIGHT fibroblasts, Gli luciferase reporter luminescence. AID 588413. inhibition, % at 5 µM. 340,000 tested, 0.74% active;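 active = inhibition above about 55%, limit read from the data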;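 note: 0% = DMSO-treated cells and 100% = wells with medium but no cells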
CXCR6 block: CXCR6 (human) receptor inhibition | inhibition, % at 20 µM | O00574 | CHO-K1 PathHunter CXCR6 beta-arrestin, luminescence | 360,000 tested, 0.36% active; in the data active = inhibition above about 34%, passing the limit was not always enough;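 note: antagonist mode with CXCL16 agonist at 10 nM final; 0% = 10 nM CXCL16 with DMSO and 100% = unstimulated wells without agonist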
Target sequence (O00574 whole entry, looked up): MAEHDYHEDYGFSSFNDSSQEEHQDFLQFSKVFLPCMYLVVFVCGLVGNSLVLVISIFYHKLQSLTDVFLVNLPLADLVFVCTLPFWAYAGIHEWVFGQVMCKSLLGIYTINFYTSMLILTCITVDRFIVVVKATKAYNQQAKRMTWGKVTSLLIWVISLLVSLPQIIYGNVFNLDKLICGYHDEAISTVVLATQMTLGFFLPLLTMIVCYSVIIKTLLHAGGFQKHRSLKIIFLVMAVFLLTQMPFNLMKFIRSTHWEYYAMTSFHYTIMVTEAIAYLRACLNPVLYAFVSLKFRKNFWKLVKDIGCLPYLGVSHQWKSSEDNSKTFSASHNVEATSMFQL
* marks the source's active call; other numbers are inactive results; x = no result given.

molecule	A3G deaminase	NR3A LBD binder	MPTP block	EBI2 antag	CCR6 antag	A3A deaminase	Gli-Sufu antag	CXCR6 block
N#Cc1cc2c(nc1SCC(=O)Nc1sc3c(c1C#N)CCC3)CCCCCC2	-5	-3	6.3	47*	2	-2	-33	7
O=C1CCC(C(=O)N(CCO)Cc2ccccc2)CN1CCCN1CCOCC1 (centres undefined)	0	0	-0.4	-9	10	1	-12	8
Cc1nc(Cc2nnc(SC(C)C(=O)Nc3cccc(C#N)c3)o2)cs1 (centres undefined)	-8	7	2.2	-11	1	-4	-9	0
Cc1ccc(-c2cc(C(=O)O)c3cc(Br)ccc3n2)o1	59	1	-2.9	-9	21	40	3	-3
CCC(=O)c1ccc(OCC(=O)O)cc1	x	1	-2.0	-15	7	x	13	-1
CC1(C)CC(=O)C(N=Nc2ccc(S(=O)(=O)N3CCCCCC3)cc2)=C(O)C1	-3	-1	1.1	-2	21	0	6	17
N#Cc1cccc(Cn2cc(C(F)(F)F)ccc2=O)c1	-4	-2	0.4	10	14	0	6	-4
CCCCCCCOC1(c2ccccc2)OC(=O)c2ccccc21 (centres undefined)	-5	-2	21	23	27	1	-2	11
COc1ccc(/C=N/NC(=S)Nc2cccc(C(=O)O)c2)cc1	9	-1	0.2	0	-1	0	-38	-4
CCOC(=O)c1sc(N(Cc2ccccc2)C(=O)COC(=O)c2ccccc2O)nc1C	-10	2	-0.4	15	20	1	-4	-1
O=C(O)/C=C/c1cnn(-c2ccccc2)c1	x	0	-0.6	1	-3	x	-28	1
Cc1ccc(N2CCN(C(=O)c3nn(C)c4c3CS(=O)(=O)c3ccccc3-4)CC2)c(C)c1	0	4	-0.4	7	13	-1	25	-10
Cc1ccc(S(=O)(=O)Cc2cc(F)c([N+](=O)[O-])cc2[N+](=O)[O-])cc1	-10	-3	0.4	-12	-17	-9	-1	-6
CCOCC(=O)Nc1nnc(SCCOC)s1	-5	3	0.7	-1	-17	-3	-7	1
C=CCC1(CC=C)CCCN1C(=O)C1CCC(=O)N(CCc2ccc(OC)cc2)C1 (centres undefined)	-3	3	-2.9	57*	15	-4	25	3
Cc1ccc(N(CC(=O)NCc2ccccc2)C(=O)CCC(=O)Nc2ccccn2)cc1	-15	5	0.1	-1	19	-2	-1	3
CCCC(=O)c1cc2c(cc1NC(=O)c1cccs1)OCCO2	7	7	2.0	9	1	-3	5	-2
CCN(CC(=O)NCc1cccs1)C(=O)COc1cccc(C(F)(F)F)c1	-8	3	-0.2	-3	2	-6	3	1
CCN(CC(=O)NC(C)C)C(=O)c1cc(S(=O)(=O)N2CCCCC2)ccc1N1CCCCC1	0	-1	-0.5	2	15	3	3	4
CCNC(=O)c1c(C)nc2ccccn12	-5	0	0.0	-2	-24	0	4	6
CCOC(=O)c1[nH]c2ccc(OC)cc2c1NC(=O)OC	-2	1	-1.8	-10	21	1	9	-17
NS(=O)(=O)c1ccc(NC(=O)CN2CCN(S(=O)(=O)c3cccs3)CC2)cc1	-10	4	0.2	1	5	4	-2	-3
O=C(Nc1ccc(S(=O)(=O)Nc2cnc3ccccc3n2)cc1)c1cc(F)c(F)cc1Cl	-2	-3	-2.3	-13	-1	-5	24	1
O=C(N=C1SC2CS(=O)(=O)CC2N1c1ccc(Cl)c(Cl)c1)C1CCCO1 (centres undefined)	-1	-3	-1.7	-11	-11	2	-1	-7
CC1CCC(NC(=O)C2CCN(C(=O)Nc3ccccc3)CC2)CC1 (centres undefined)	-5	0	1.3	-13	8	-3	-21	1
N#Cc1ccc(OCCN2CCc3ccccc3C2)cc1	-5	0	3.0	-2	4	-3	-5	10
COc1ccc(C)cc1NC(=O)Nc1cccc(C(=O)O)c1	-7	0	-1.4	-12	7	-3	-1	-2
Cc1c(S(=O)(=O)N2CCCC(C(=O)O)C2)cnn1C (centres undefined)	-8	3	0.5	-1	4	-4	-4	-8
Cc1cccc(N(CC(=O)NCCSc2ccccn2)S(=O)(=O)c2ccccc2)c1	-5	-1	0.8	7	13	2	24	-4
CC(C)[C@H](N)c1nnc(SCC(=O)c2ccc(Cl)cc2)o1	-5	-1	-1.9	-8	-15	-1	16	-11
COc1cccc(/C=N/NC(=O)c2csc(-n3nc(C)cc3C(F)(F)F)n2)c1	-4	1	3.0	6	-3	-6	2	-11
COc1ccc2nc(C)cc(SCC(=O)Nc3c(C)cc(C)cc3C)c2c1	0	2	0.8	9	-3	5	3	0

Compound profiles, as listed above. Values in the order: A3G deaminase	NR3A LBD binder	MPTP block	EBI2 antag	CCR6 antag	A3A deaminase	Gli-Sufu antag	CXCR6 block
Shown for CC1CCC(NC(=O)C2CCN(C(=O)Nc3ccccc3)CC2)CC1 (centres undefined) → -5	0	1.3	-13	8	-3	-21	1
Shown for CC(C)[C@H](N)c1nnc(SCC(=O)c2ccc(Cl)cc2)o1 → -5	-1	-1.9	-8	-15	-1	16	-11

The results go on:
molecule	A3G deaminase	NR3A LBD binder	MPTP block	EBI2 antag	CCR6 antag	A3A deaminase	Gli-Sufu antag	CXCR6 block
CCc1ccc(CN(C)C(=O)c2cc(=O)c3ccccc3o2)cc1	-1	0	-1.8	86*	9	-1	-3	8
CN(Cc1ccccc1)C(=O)c1cc(S(=O)(=O)N2CCOCC2)cn1C	14	-1	0.0	-6	9	-4	-3	-5
O=C(O)COc1ccccc1/C=C1\SC(=S)N(NC(=O)c2ccccc2O)C1=O	-7	-2	-2.0	5	22	-1	5	3
N#CCn1c(C2CCCCC2)nc2ccccc2c1=O	-4	0	-1.0	-1	12	-18	-4	4
CS(=O)(=O)Cc1ccc(C(=O)N(CCc2ccccc2)Cc2ccccc2)cc1	-6	1	-0.6	16	7	-3	3	8
CC(=O)c1ccc(NC(=O)CSC2=NS(=O)(=O)c3cc(Cl)ccc3N2)cc1	-3	12*	-2.1	9	6	-2	34	-1
CC1(C)CN(c2cccc(Br)c2)C1=O	-4	2	2.1	-6	13	-4	-2	-8
Nc1nc(Nc2cccc(Cl)c2)nc(NCCO)c1[N+](=O)[O-]	-5	0	2.2	1	-13	-2	-6	-6
CCCCOc1ccc(C(C)NC(=O)C2CCCN(S(=O)(=O)CCC)C2)cc1 (centres undefined)	-8	-3	0.2	-2	5	-1	2	0
Cc1ccc(S(=O)(=O)N(C)C)cc1NC(=O)C(C)OC(=O)c1ccc2ccccc2n1 (centres undefined)	-6	0	-0.8	-5	6	-1	-5	-1
c1ccc(Nc2ccccc2Nc2ccccn2)nc1	-2	0	0.9	1	-3	0	1	-6
C=CCn1c(O)c(N=NC(=O)CNC(=O)/C=C/c2ccco2)c2ccccc21	18	x	1.2	0	12	13	11	1
CN(C)C(CNC(=O)c1cccc(OC(F)F)c1)c1ccco1 (centres undefined)	-6	1	-0.7	1	-9	3	-6	3
CC(=O)c1c(C)[nH]c(C(=O)NCc2ccc(C)cc2)c1C	-5	-2	0.1	1	2	-4	-9	-6
CCOc1ccc2nc(NC(=O)CSc3nnnn3C3CCCCC3)sc2c1	-4	0	3.5	9	6	0	71*	-4
OCC(O)C(O)C(O)C(O)c1nc2ccccc2[nH]1 (centres undefined)	-8	1	-1.0	-7	-11	-5	-6	5

An excerpt from above in order of their number in CXCR6 block, smallest number first.
mol | A3G deaminase | NR3A LBD binder | MPTP block | EBI2 antag | CCR6 antag | A3A deaminase | CXCR6 block
CC(=O)c1c(C)[nH]c(C(=O)NCc2ccc(C)cc2)c1C | -5 | -2 | 0.1 | 1 | 2 | -4 | -6
CCOc1ccc2nc(NC(=O)CSc3nnnn3C3CCCCC3)sc2c1 | -4 | 0 | 3.5 | 9 | 6 | 0 | -4
C=CCn1c(O)c(N=NC(=O)CNC(=O)/C=C/c2ccco2)c2ccccc21 | 18 | x | 1.2 | 0 | 12 | 13 | 1

(listing goes on)
molecule	A3G deaminase	NR3A LBD binder	MPTP block	EBI2 antag	CCR6 antag	A3A deaminase	Gli-Sufu antag	CXCR6 block
CCOc1cc(CNn2cnnc2)cc(Cl)c1OCC(=O)NC(C)(C)C	-3	1	0.3	-8	-3	-1	-11	5
COC(=O)c1ccsc1NC(=O)C1=COCCO1	-6	-2	-0.2	4	0	-2	6	6
O=C(c1ccc2nc(N3CCOCC3)sc2c1)N1CCCC1	-6	-1	0.3	-11	9	0	-5	2
CN(C)S(=O)(=O)c1cc(C(=O)NCC2CCCO2)c(Cl)cc1Cl (centres undefined)	-6	18*	1.8	-9	-5	-5	10	-1
CC1CCCC(NCC(=O)Nc2ccc(C(N)=O)cc2)C1C (centres undefined)	-7	-2	0.9	-3	-1	-1	8	4
CC(C(=O)N1CCc2ccccc21)N(C)CC(=O)Nc1ccc(F)cc1 (centres undefined)	-11	2	-0.6	5	4	1	18	-5
CCOc1ccccc1NC(=O)C(NCC1(N2CCCCC2)CCCCC1)c1ccccc1 (centres undefined)	-6	-2	-0.6	7	2	-2	34	2
COc1ccc(N2C(=O)/C(=C/c3ccc([N+](=O)[O-])cc3)N=C2C)cc1	-2	-2	1.8	-1	-10	2	-5	-12
O=C(NCCN1CCOCC1)c1cc2cc(Br)ccc2oc1=O	-5	1	-3.9	3	-4	-4	15	-3
COCCN(CCOC)Cc1c(O)ccc2c3c(c(=O)oc12)CCC3	-7	2	-1.3	-1	-17	-5	0	-2
COc1ccc(Cc2noc(-c3ccccc3)n2)cc1OC	-4	-2	4.9	-1	-4	-3	-2	-2
Nc1c(C(=O)NCC2CCCO2)sc(=S)n1-c1ccccc1 (centres undefined)	-1	1	0.2	-3	15	-1	-14	8
Cc1cccc(C)c1Nc1nnc(SCc2cc([N+](=O)[O-])cc3c2OCOC3)s1	-9	-29	-3.3	15	15	-4	-2	-4
Cc1ccc(S(=O)(=O)NC(=NC2CCCCC2)c2ccccc2)cc1	3	1	-0.3	-4	14	-2	16	6
O=C(CCN1N=C(c2ccccc2)CCC1=O)NCC1CCCO1 (centres undefined)	-4	-1	12	-3	8	-4	-14	2
CS(=O)(=O)CC(=O)Nc1ccc2nc3n(c(=O)c2c1)CCCCC3	-3	0	-1.0	-2	5	3	39	2
O=C(COC(=O)Cc1cccs1)Nc1ccccc1	-3	1	1.4	1	-13	-1	-5	1
c1cncc(CNc2nc(N3CCOCC3)nc(N3CCOCC3)n2)c1	-3	-1	-1.2	1	20	3	-1	-2
CNc1nc2c(c(=O)[nH]c(=O)n2C)n1CCCc1ccccc1	-1	-4	-0.8	-12	2	-1	-14	7
c1coc(-c2cc(C3CCNCC3)[nH]n2)c1	2	-1	-1.0	-7	-3	2	9	0
CC1CCCCN1S(=O)(=O)c1ccc(C(=O)Nc2nnc(-c3ccccn3)o2)cc1 (centres undefined)	-1	-22	2.3	3	16	-1	19	3
COc1cc(Br)ccc1C1CC(=O)C(C)C(c2ccc(Br)cc2OC)N1 (centres undefined)	6	0	0.8	8	16	-8	4	8
Cc1ccc(S(=O)(=O)CCC(=O)OC(C)c2nnc(-c3cccs3)o2)cc1 (centres undefined)	-2	0	-0.6	1	-1	1	-6	-8
O=C(NCc1ccc2c(c1)OCO2)c1cc2c(s1)CSC2	0	-23	0.1	12	16	1	-2	-10
O=C(NCCNC(=O)c1ccccn1)c1cccc(F)c1	-7	-3	-0.9	-2	7	0	-1	3
Cc1nnc(NCCc2ccccc2)n(N)c1=O	-2	-1	-1.3	3	-1	-4	-5	-5
CCc1ccc(S(=O)(=O)NCc2cn3ccccc3n2)s1	-4	0	1.1	-2	5	-4	-3	-3
COc1ccc(-n2nnnc2CNC(=O)c2ccc(S(=O)(=O)N3CCOCC3)cc2)cc1	5	-1	-0.4	-11	12	3	0	-2
COc1ccc(C(=O)NC(=S)NC(C)(C)C)cc1Br	-7	-10	-3.1	12	8	-2	-2	-4
COc1cc(-c2nc3ccc(C)cn3c2NCc2ccccc2)ccc1-c1cccc(Cl)c1	-3	-6	2.7	80*	14	-3	8	8
O=C(NCCCc1ccc(F)cc1)C1CCC(=O)N(CCCN2CCCC2=O)C1 (centres undefined)	-6	0	-0.8	-2	-3	-8	-13	-13
O=C(Nc1ccc2c(c1)OCCO2)c1ccc(Br)o1	-3	1	-3.4	1	23	4	-84	4
